From PubChem
TNAP inh hi DEA: inhibitors of human TNAP at high phosphate acceptor concentration; P05186; purified TNAP, CDP-star luminescence, 1 M DEA; inhibition, % at 20 µM; hit rate 0.03% among 200,000;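 active = over 50% inhibition of tissue-nonspecific alkaline phosphatase at 20 µM in the single-dose screen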;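 note: plate controls were DMSO wells for no effect and EDTA-quenched wells as full inhibition for full effect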
Target sequence (P05186 whole entry, looked up): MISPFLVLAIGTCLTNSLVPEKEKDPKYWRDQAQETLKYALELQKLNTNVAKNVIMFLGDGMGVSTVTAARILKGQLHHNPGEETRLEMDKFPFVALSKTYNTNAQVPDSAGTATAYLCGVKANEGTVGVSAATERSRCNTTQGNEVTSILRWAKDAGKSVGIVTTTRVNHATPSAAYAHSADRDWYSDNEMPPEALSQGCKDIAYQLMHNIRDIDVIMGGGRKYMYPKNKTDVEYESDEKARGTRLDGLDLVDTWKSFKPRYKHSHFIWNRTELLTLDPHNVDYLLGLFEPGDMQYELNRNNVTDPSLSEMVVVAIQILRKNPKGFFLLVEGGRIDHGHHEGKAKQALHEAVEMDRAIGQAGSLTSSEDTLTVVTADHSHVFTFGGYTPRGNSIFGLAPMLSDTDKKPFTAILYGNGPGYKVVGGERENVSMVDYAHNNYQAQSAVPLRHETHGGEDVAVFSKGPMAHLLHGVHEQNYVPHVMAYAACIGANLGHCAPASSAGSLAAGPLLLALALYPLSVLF
RAM inhibit: inhibitors of the yeast RAM network. S. cerevisiae dse1pr::URA3 reporter, 5-FOA growth OD615, 2 d; analog-sensitive cbk1-as2 kinase mutant strain. inhibition, % at 50 µM. hit rate 1.8% among 190,000. AID 868;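 active = inhibition above a set limit, 3 SD over mean compound inhibition, cut at about 8.4% in these data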;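 note: 0% = DMSO-only wells with no growth and 100% = 10 µM 1-NA-PP1 full growth; inhibition rescues growth on 5-FOA so higher OD means more RAM inhibition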
S1P3 antagonist: S1P3 (human) receptor antagonism | CHO S1P3 NFAT-BLA reporter, FRET fluorescence, antagonist mode | AID 485 | hit rate 0.27% among 170,000 | inhibition, % at 4.98 µM | Q99500;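 active = inhibition above the plate cutoff, the mean inhibition of test wells on that plate plus 3 SD, cut at about 28% in these data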;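 note: cells challenged with S1P at its EC80 of 0.8 µM; blue over green emission ratio from cleaved BLA substrate after 4 h stimulation; 0% = S1P-stimulated wells and 100% = unstimulated DMSO-only wells; some compounds past the cut are filed as inactive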
Lmaj promast: inhibitors of Leishmania major promastigote growth; Leishmania major promastigotes, resazurin fluorescence viability; inhibition, % at 10 µM; hit rate 9% among 200,000; in the data active = inhibition above about 50%;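 note: promastigotes grown with compound for 44 hours at 28 °C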
Redox H2O2 prof: compounds producing H2O2 with reducing agent – biochemical, NIH compound library profiling, artefact control for MLSCN library redox annotation, primary screen. DTT-dependent redox cycling H2O2, phenol red/HRP absorbance; 100% = 100 µM peroxide control, 0% = buffer. activation, % at 10 µM. hit rate 0.03% among 200,000;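 active = activation of at least 50% relative to the plate's high and low controls in the primary single-dose screen; inactive = activation below 50%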;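 note: compound incubated with DTT at 0.8 mM final as the reducing agent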
PMI act satM6P: activators of human phosphomannose isomerase at near-saturating mannose 6-phosphate; P34949; coupled PMI enzyme assay, resazurin fluorescence, 20 min; active compounds read high; 1 = untreated enzyme, 0 = substrate-free blank; activation factor at 20 µM; hit rate 0.34% among 190,000;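 active = activation factor of 2 or more at 20 µM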
Target sequence (P34949 whole entry, looked up): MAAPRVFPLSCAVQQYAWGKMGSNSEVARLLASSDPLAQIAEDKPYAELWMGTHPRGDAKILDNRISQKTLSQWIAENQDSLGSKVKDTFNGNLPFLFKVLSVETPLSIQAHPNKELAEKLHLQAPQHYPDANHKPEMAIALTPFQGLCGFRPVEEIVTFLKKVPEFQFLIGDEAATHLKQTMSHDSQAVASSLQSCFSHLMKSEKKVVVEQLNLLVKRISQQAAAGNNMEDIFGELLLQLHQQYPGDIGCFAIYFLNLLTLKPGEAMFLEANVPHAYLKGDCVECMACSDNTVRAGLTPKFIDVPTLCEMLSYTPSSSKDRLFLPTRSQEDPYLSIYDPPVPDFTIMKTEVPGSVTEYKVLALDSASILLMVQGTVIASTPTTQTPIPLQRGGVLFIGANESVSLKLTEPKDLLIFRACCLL
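Test system: human phosphomannose isomerase with PGI, G6PDH, diaphorase coupling enzymes; amount: 15 ng/mL PMI; incubation: enzyme reaction with compound 20 min at room temperature; technique: resorufin fluorescence (Ex 544/Em 590 nm) from resazurin via diaphorase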
TNAP inh no acc: TNAP (human) inhibition, acceptor-free conditions. P05186. purified TNAP, CDP-star luminescence, 30 min. inhibition, % at 20 µM. hit rate 0.26% among 200,000;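 active = tissue-nonspecific alkaline phosphatase inhibition above about 50% at 20 µM in the single-dose screen, limit read from the data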;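 note: 0% = DMSO negative control and 100% = EDTA positive control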
HMGR II inh: blocks class II HMG-CoA reductase of Enterococcus faecalis; purified E. faecalis HMGR, NADPH absorbance 340 nm kinetic; inhibition, % at 10 µM; hit rate 0.41% among 190,000;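 active = inhibition above a set limit, the median over all tested compounds plus 3 SD, cut at about 9.5% in these data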;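 note: enzyme runs in reverse so mevalonate oxidation gives rising NADPH absorbance; 0% = complete reaction with DMSO and 100% = background rate lacking mevalonate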
PMI activator: increases human mannose-6-phosphate isomerase activity. P34949. purified human PMI, coupled resazurin fluorescence, 20 min; active compounds read high; 1 = vehicle control, 0 substrate-free wells. activation factor at 20 µM. hit rate 0.005% among 190,000;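 active = activation factor of 2 or more at 20 µM, relative to plate controls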
Hsp70 act: Hsp70 transcriptional activation, primary screen. HeLa Hsp70 promoter luciferase reporter, luminescence; scaled: vehicle 0, proteasome-inhibitor control 100%. hit rate 0.04% among 200,000. activation, % at 10 µM;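 active = activation above the mean across all tested compounds plus 3 SD, cutoff set per campaign, cut at about 5.5% in these data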;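 note: 100% = MG132 at 30 µM as the positive control and 0% = DMSO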
Starred values were filed as active, the others as inactive; nt = not tested or not shown.

The line under a structure holds: PMI activator, HMGR II inh, S1P3 antagonist, Hsp70 act, TNAP inh no acc, PMI act satM6P, Lmaj promast, TNAP inh hi DEA, Redox H2O2 prof, RAM inhibit
CCCCCSc1nncc(=O)[nH]1
 : 1, -5, -3, 0.1, -15, 1.1, -1, -8, -0.1, 1.1
Cc1ccc(S(=O)(=O)N(CC(=O)N=Nc2c(O)[nH]c3ccccc23)c2cccc(C)c2)cc1
 : 0.8, 3, 2, -0.4, -67, 0.9, 15, 11, -0.5, 2.3
Nc1ncnc2nc(SCCN3CCCCC3)[nH]c12
 : 0.8, 2, -15, -0.2, 35, 0.9, 9, -3, 0.3, 3.8
CCCN1C(=O)/C(=C/c2cc(C)n(C)c2C)SC1=Nc1ccc(OC)cc1
 : 0.9, 0, nt, -0.1, -6, 0.7, 3, -2, -6.0, 4.6
CC(C)C[C@@H]1NC(=O)N(CCN2CCOCC2)C1=O
 : 1, 0, -12, 0.1, -6, 1, -4, 2, -0.5, -0.1
C=CCN=C1CC(C)(C)C(C(=O)OC)C(O)=C1C(=O)CCC (stereo unspecified)
 : 0.9, 3, -5, -0.2, -2, 0.8, 13, -1, -0.1, 0.3
Cc1ccc(CCNC(=O)C2CCN(c3nn4c(=O)cc(C)nc4s3)CC2)cc1
 : 1, -5, 2, -0.5, -14, 1, -5, -7, -0.6, 1.2
Cc1cc(C)c2c(c1)-c1c(ssc1=S)C(C)(C)N2C(=O)CN1C(=O)c2ccccc2C1=O
 : 1, 1, -2, -0.3, 9, 0.9, 97*, 11, 0.5, 11*
CCN(C(=O)COC(=O)c1cc(S(=O)(=O)N2CCc3ccccc32)ccc1OC)C1CCS(=O)(=O)C1 (stereo unspecified)
 : 1, -6, -10, 0.1, -9, 1, -4, -5, -0.6, 0.8
Cc1ccc(C(=O)N/C(=C\c2ccco2)C(=O)NCC2CCCO2)cc1C (stereo unspecified)
 : 1.1, 1, nt, -0.1, -12, 1.1, -13, -6, 0.0, -0.5
CC(=O)N1CCc2cc(S(=O)(=O)NCCC(=O)Nc3cccc(C)c3C)ccc21
 : 0.9, -4, 23, -0.1, -13, 0.9, 24, -3, -2.6, 3.3
Cc1ccc2oc(C(=O)Nc3c(C)n(C)n(-c4ccccc4)c3=O)c(C)c2c1
 : nt, nt, -5, 0.1, nt, nt, -3, nt, 2.6, nt
CCCCNC(=O)CN(c1cc(C(F)(F)F)ccc1Cl)S(C)(=O)=O
 : 0.9, -1, 8, -0.1, -6, 0.9, -3, -6, 0.0, 1.5
O=C(COC(=O)Cn1cnc2ccccc21)Nc1cccc([N+](=O)[O-])c1
 : 1, 2, -4, -0.3, -8, 1.1, -1, -2, -1.4, 0.6
N#CC(c1ccc(F)cc1)c1ccc(C(=O)c2ccccc2)cc1 (stereo unspecified)
 : 0.9, -3, nt, -0.1, -7, 0.9, 40, 0, 0.1, 17*
O=C(CC(NC(=O)c1ccccc1Cl)c1ccccc1)Nc1ccc2c(c1)OCO2 (stereo unspecified)
 : 0.9, 0, nt, -0.2, -26, 1, 100*, -6, -0.1, 2.8
COc1ccc(/C=C/C(=O)NCCc2ccc(S(N)(=O)=O)cc2)cc1
 : 1.1, 0, -1, 0.0, -1, 1.1, 62*, -1, 0.8, 1.9
O=C(/C=C/c1ccc([N+](=O)[O-])cc1)NCc1cccnc1
 : 1, -6, nt, -0.3, 2, 1.1, 3, 7, -3.4, -0.2
FC(F)(F)c1ccc(N=Cc2sc(N3CCOCC3)nc2-c2ccccc2)cc1
 : 0.9, 1, 2, -0.4, 7, 0.9, -10, 8, 1.4, 3.4
Cc1ccccc1OCC(=O)Nc1cccc(N(C)S(C)(=O)=O)c1
 : 0.9, -1, 40, 0.3, -13, 0.9, 3, -4, -3.2, 0.5
COC(=O)CSc1nnc(C)n1-c1cccc(C#N)c1
 : 1, 1, 12, -0.5, -8, 1, -2, -2, -8.7, 0.0
CC1CCCc2sc3nc(NCc4ccco4)n4ncnc4c3c21 (stereo unspecified)
 : 1, -2, 9, -0.2, -7, 1, 7, -2, 4.0, 2.8
CC(C)OCC(O)CS(=O)(=O)Cc1ccccc1 (stereo unspecified)
 : 0.9, -9, nt, -0.1, -13, 1, -5, -5, 0.3, 1.0
O=C(CCC(=O)c1ccc(F)cc1)Nc1cccc(C(F)(F)F)c1
 : 1, 0, 1, -0.1, -3, 1, -8, 0, -0.1, 0.8
CCNC(=O)CC1C(=O)N(c2ccc(F)cc2)C(=S)N1CCc1ccncc1 (stereo unspecified)
 : 1, -3, -27, -0.1, -10, 1, -1, 0, 11, 0.8
C=CCSc1nnc(-c2c[nH]c3ccccc23)n1CC
 : 1.1, -6, -4, -0.1, 4, 1.1, 10, -5, -0.6, -0.2
CCCCn1c(NCc2ccccc2NS(=O)(=O)c2ccc(C)cc2)nc2ccccc21
 : 0.8, -9, nt, -0.2, -39, 0.8, 42, -7, 2.0, -2.0
O=[N+]([O-])c1ccc(N/N=C\c2cccnc2)nc1
 : 0.9, -1, 4, -0.2, 5, 0.9, -5, 3, -0.7, 0.1
O=C(CN1C(=O)c2cccc3cccc1c23)NCc1ccc2c(c1)OCO2
 : 1, 0, 12, -0.2, -17, 1, 0, -6, -0.1, 2.0
COc1ccc(NC(=O)CN(C)CC(=O)Nc2cccc(S(=O)(=O)N(C)c3ccccc3)c2)cc1
 : 0.8, -2, -11, -0.4, -6, 0.9, 81*, -2, -1.0, 4.0

Profiles, quoted from the list.
`CC(C)OCC(O)CS(=O)(=O)Cc1ccccc1` (stereo unspecified) is listed with PMI activator = 0.9; HMGR II inh = -9; S1P3 antagonist = nt; Hsp70 act = -0.1; TNAP inh no acc = -13; PMI act satM6P = 1; Lmaj promast = -5; TNAP inh hi DEA = -5; Redox H2O2 prof = 0.3; RAM inhibit = 1.0
`Cc1ccc2oc(C(=O)Nc3c(C)n(C)n(-c4ccccc4)c3=O)c(C)c2c1` is listed with PMI activator = nt; HMGR II inh = nt; S1P3 antagonist = -5; Hsp70 act = 0.1; TNAP inh no acc = nt; PMI act satM6P = nt; Lmaj promast = -3; TNAP inh hi DEA = nt; Redox H2O2 prof = 2.6; RAM inhibit = nt

Other records follow.
The line under a structure holds: PMI activator, HMGR II inh, S1P3 antagonist, Hsp70 act, TNAP inh no acc, PMI act satM6P, Lmaj promast, TNAP inh hi DEA, Redox H2O2 prof, RAM inhibit
CCOc1ccccc1N1CCN(c2nc3ccccc3nc2C(C#N)C(=O)OC)CC1 (stereo unspecified)
 : 0.9, 0, nt, -0.2, 3, 0.6, 1, 4, -3.9, 1.3
O=C(NCCc1cccs1)c1cccs1
 : 1, -4, 4, 0.0, -11, 1.1, -8, -2, -0.4, 0.4
Cc1oc(-c2ccccc2F)nc1CN1CCC(C(=O)NC2CCCc3ccccc32)CC1 (stereo unspecified)
 : 1, -3, nt, -0.1, -14, 0.9, 7, -10, -0.6, 2.0
O=C(O)c1ccc2c(c1)C(=O)N(c1cc(C(=O)O)ccc1Br)C2=O
 : 0.9, -3, -16, -0.2, -11, 1, -10, -4, -1.9, -0.2
O=C(CSc1nc(-c2ccc(F)cc2)cc(C(F)(F)F)n1)NCc1cccs1
 : 0.9, -4, -12, -0.2, -8, 1, -9, -1, -0.6, 4.6
O=C(Nc1ccc(C(=O)O)cc1)/C(=C\c1ccc2c(c1)OCO2)NC(=O)c1ccco1
 : 0.9, -3, -11, -0.3, -14, 0.9, -9, -5, -1.0, 6.6
CCOc1ccc(S(=O)(=O)/N=C(/c2ccccc2)N(C)C)cc1
 : 1, -1, 4, 0.2, -2, 1, -3, -4, -0.6, 0.5
COc1ccc(-c2cc(C(F)(F)F)nc(N3CCN(c4ccc(F)cc4)CC3)n2)cc1OC
 : 1.1, -2, nt, -0.2, -16, 1, 0, -1, -0.1, 1.6
CN(C)CCCN(Cc1ccccc1)C(=S)Nc1ccc(SC(F)F)cc1
 : 0.9, -16, -5, 0.6, -7, 1, 100*, -1, -2.0, 1.6
CCOc1ccc(NC(=O)CSc2nnc(C3CC3)n2N)cc1
 : 1, -4, -14, -0.2, -22, 1.1, -2, -5, -2.4, 0.8
CCC(C)NCCOCCOc1ccc(Cl)c2ccccc12 (stereo unspecified)
 : 1.1, -1, -19, -0.1, 3, 1.1, 100*, 0, 0.0, 0.4
Cc1ccc(/C=C/C(=O)NCc2cccs2)o1
 : 0.9, -1, -7, -0.3, -14, 0.8, -3, -6, -0.1, 0.4
O=S(=O)(c1ccc(N=C2NN=C(c3cc(F)ccc3F)CS2)cc1)N1CCOCC1
 : 1.7, -2, 14, -0.1, -10, 2.3*, 16, 0, -0.2, 3.1
Cc1ccc2nc(N3CCN(C(=O)c4cccs4)CC3)c(C#N)cc2c1
 : 1, -2, -2, -0.1, -7, 0.9, -4, -4, 0.2, 0.0
COc1cc(C2C(C(=O)OC(C)C)=C(C)Nc3ncnn32)cc(OC)c1OC (stereo unspecified)
 : 1, 2, -7, 0.0, -13, 1, -1, -9, -0.8, 1.7
O=S(=O)(c1ccc2ccccc2c1)N1CCN(S(=O)(=O)N2CCCCC2)CC1
 : 1, 1, nt, -0.2, -6, 0.9, -5, 0, 0.6, 1.9
COC(=O)CC(C(=O)Nc1cc(C(=O)OC)cc(C(=O)OC)c1)N1CCN(C)CC1 (stereo unspecified)
 : nt, nt, 27, 0.0, nt, nt, -3, nt, 3.0, nt
COc1ccc(OCc2nn3c(-c4cccc(OC)c4)nnc3s2)cc1
 : 1.2, 1, -13, -0.2, -9, 1.1, -7, -4, 1.0, 7.3
COc1ccccc1C(c1nnnn1Cc1ccco1)N1CCN(c2cccc(C)c2C)CC1 (stereo unspecified)
 : 0.9, 1, nt, -0.2, -8, 1, 74*, -3, 1.3, 3.3
Nc1ccc2oc(C3CCCCC3)nc2c1
 : 0.7, -7, -4, 0.1, -6, 0.4, -7, -7, -0.6, 0.3
